CXXC DNA block: qHTS Fluorescence Polarization Assay for Inhibitors of MLL CXXC domain - DNA interaction. Histone-lysine N-methyltransferase 2A (Homo sapiens), Q03164. MLL-CXXC / FITC-HOXA9 DNA fluorescence polarization. Potency, µM (titrated, usually from 115 µM), for inactives: at the highest dose activity change, negative = inhibition, hits mostly inhibitors. actives 0.037% (n = 290,000). AID 2662, 2010; active = well fitted inhibition curve with a large enough effect in the polarisation, with a control signal flat, not every such curve was filed as active; inconclusive = small, poorly fitted or top-dose-only effect, or effect the other way, or a change in a side signal; inactive = no such curve, though single readings can be large or run the other way; the % refers to the polarisation
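Steps: dispense CXXC domain solution (7 uM) → pin compounds or unlabeled HOX-A9 DNA control → 5 min ambient → add FLSN-HOX-A9 solution (50 nM) → spin → 30 min ambient → fluorescence polarization. Tris pH 7.5/NaCl/DTT/BSA buffer.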
FLuc counter: qHTS profiling assay for firefly luciferase inhibitor/activator using purifed enzyme and Km concentrations of substrates (counterscreen for miR-21 project); Luciferin 4-monooxygenase (Photinus pyralis), P08659; purified FLuc, Km substrates, luminescence inhibition; Potency, µM (titrated, usually from 57.5 µM), inactives show at the highest dose activity change, negative = inhibition, most hits filed as inhibitors; actives 6.9% (n = 360,000);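 also: plate controls were vehicle for no effect and reference inhibitor for full effect; nearly all actives have a fitted effect of over 55% in size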
Target sequence (P08659 whole entry, looked up): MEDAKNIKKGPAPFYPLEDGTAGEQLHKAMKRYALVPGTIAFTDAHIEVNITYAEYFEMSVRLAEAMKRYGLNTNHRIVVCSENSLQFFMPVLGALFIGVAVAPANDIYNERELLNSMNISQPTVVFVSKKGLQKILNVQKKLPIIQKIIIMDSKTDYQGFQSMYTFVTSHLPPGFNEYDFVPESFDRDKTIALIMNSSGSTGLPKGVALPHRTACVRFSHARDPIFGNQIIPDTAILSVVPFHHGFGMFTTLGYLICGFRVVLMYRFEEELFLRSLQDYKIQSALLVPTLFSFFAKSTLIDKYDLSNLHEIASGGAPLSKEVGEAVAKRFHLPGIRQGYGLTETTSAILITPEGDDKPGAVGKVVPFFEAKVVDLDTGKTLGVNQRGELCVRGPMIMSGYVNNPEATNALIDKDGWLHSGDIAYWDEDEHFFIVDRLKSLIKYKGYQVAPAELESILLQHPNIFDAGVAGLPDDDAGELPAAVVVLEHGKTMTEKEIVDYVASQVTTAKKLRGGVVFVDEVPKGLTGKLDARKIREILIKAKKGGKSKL
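Purified P. pyralis luciferase (10nM final) with 10uM D-luciferin and 10uM ATP (Km levels) in 50mM Tris acetate pH 7.5, 10mM Mg acetate, 0.01% Tween-20, 0.05% BSA; qHTS 6-point titration, ~60 µM downward; luminescence read.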
NPC1 prom act: qHTS Assay for NPC1 Promoter Activators. Potency, µM (doses to about 9.22 µM), without a hit: top-dose activation, usual class: activators. AID 485313, 2010. actives 2.4% (n = 320,000). Huh7 NPC1 promoter luciferase reporter, 24 h;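 also: % of control where 0% means no effect; nearly all actives have a fitted effect of over 60% in size; reporter is driven by a mutant NPC1 promoter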
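Luminescence read-out of NPC1 promoter-driven luciferase in stably transfected Huh7 cells; compounds delivered in DMSO and left 24 h at 37C, 5% CO2, qHTS titration format.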
RORgamma inh: qHTS for inhibitors of ROR gamma transcriptional activity. Nuclear receptor ROR-gamma (Mus musculus), P51450. Drosophila S2 Gal4-RORgamma UAS-luciferase reporter, 20 h. Potency, µM (top dose mostly 53.6 µM), without a hit: at the top dose activity change, negative = inhibition, actives largely listed as inhibitors. actives 5.4% (n = 310,000). AID 2551, 2010; also: % is scaled to controls: 0 for no effect and ±100 for the full control effect; nearly all actives have a fitted effect of over 60% in size
Target sequence (P51450 whole entry, looked up, the tested form may be a part): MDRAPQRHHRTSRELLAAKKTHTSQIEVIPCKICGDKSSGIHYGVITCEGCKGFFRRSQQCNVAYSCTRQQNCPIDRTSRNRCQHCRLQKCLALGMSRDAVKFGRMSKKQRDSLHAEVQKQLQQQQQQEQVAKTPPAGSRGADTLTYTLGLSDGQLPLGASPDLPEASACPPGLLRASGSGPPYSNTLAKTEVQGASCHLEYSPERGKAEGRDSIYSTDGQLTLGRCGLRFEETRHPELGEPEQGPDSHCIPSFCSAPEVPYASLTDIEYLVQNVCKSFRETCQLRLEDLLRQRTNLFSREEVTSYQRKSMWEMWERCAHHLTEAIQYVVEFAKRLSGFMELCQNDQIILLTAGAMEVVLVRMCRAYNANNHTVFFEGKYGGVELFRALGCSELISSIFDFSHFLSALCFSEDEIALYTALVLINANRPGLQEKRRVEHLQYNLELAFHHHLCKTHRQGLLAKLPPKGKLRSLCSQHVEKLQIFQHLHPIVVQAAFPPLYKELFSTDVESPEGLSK
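Luciferase reporter read in Schneider cells carrying Gal4-RORγ (mouse) and UAS-Photinus luciferase; cells given compound 1 h before 700 uM copper sulfate induction, then incubated 20 h at ambient temperature.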
Gal4-VP16 FLuc: VP16 counterscreen qHTS for inhibitors of ROR gamma transcriptional activity. Drosophila S2 Gal4-VP16 UAS-luciferase, luminescence, 20 h. Potency, µM (highest dose often 53.6 µM), without a hit: at the top dose activity, negative = inhibition, usual class: inhibitors. actives 3.5% (n = 310,000). AID 2546, 2010;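 also: Gal4-VP16 expression switched on by copper sulfate through the metallothionein promoter; % is scaled to controls: 0 for no effect and ±100 for the full control effect; nearly all actives have a fitted effect of over 50% in size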
p53 reactivator: qHTS assay for re-activators of p53 using a Luc reporter; H1299 p53-A138V BP100-luciferase reporter, luminescence, 24 h; actives 0.063% (n = 320,000); Potency, µM (top dose mostly 92.2 µM), for the others: at the highest dose activity change, positive = activation, hits mostly activators; also: % of control where 0% means no effect; nearly all actives have a fitted effect of over 45% in size
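p53-null H1299 cells stably carrying temperature-sensitive p53-A138V and a BP100-luciferase reporter were pinned with compounds (4-point, 1:5 series) and held 24 hrs at 37 deg C. Luminescence was read 10 min after detection reagent.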
MBNL1 CUG block: qHTS Assay for Inhibitors of MBNL1-poly(CUG) RNA binding; actives 0.036% (n = 280,000); AID 2675, 2010; Muscleblind-like protein 1 (Homo sapiens), Q9NR56; Potency, µM (series often up to 57.5 µM), without a hit: at the highest dose activity change, negative = inhibition, actives largely listed as inhibitors; TR-FRET MBNL1-His/biotin-(CUG)12 binding, 665/545 ratio; active = well fitted inhibition curve with a large enough effect in the signal ratio, with a control signal flat, not every such curve was filed as active; inconclusive = small, poorly fitted or top-dose-only effect, or effect the other way, or a change in a side signal; inactive = no such curve, though single readings can be large or run the other way; the % refers to the signal ratio; also: % is scaled to controls: 0 for no effect and ±100 for the full control effect
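MBNL1-His + Biotin-(CUG)12, cpd titration 92 nM–58 uM; Tb anti-His Ab 0.055 ng/ul, SA-XL665 5 nM (final); 60 min RT; ratiometric 665/545 nm, Ex 340 nm; normalized to buffer and full-complex controls.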
BRCA1 expr act: qHTS Assay to Identify Small Molecule Activators of BRCA1 Expression; Potency, µM (top dose mostly 46.1 µM), for inactives: at the top dose activation, usual class: activators; actives 1.1% (n = 380,000); MCF7-BRCA1-FFLuc reporter, luminescence, 48 h; response scale: scaled: vehicle 0%, 10 µM genistein 100%; also: nearly all actives have a fitted effect of over 80% in size; some results filed as inactive show a strong effect at the top dose
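MCF7-BRCA1-FFLuc, 2000 cells/well; 2 h attach, 37 °C/5% CO2; compound 48 h; luciferase substrate 15 min; luminescence end-point. Norm. to genistein 10 microM max activation and DMSO; concentration-response curves fitted.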
uPA surface inh: qHTS for Inhibitors of Cell Surface uPA Generation | cell surface uPA generation assay, qHTS | Potency, µM (highest dose often 38.3 µM), without a hit: top-dose activity change, negative = inhibition, most hits filed as inhibitors | actives 0.31% (n = 330,000); active = well fitted inhibition curve with a large enough effect; inconclusive = small, poorly fitted or top-dose-only effect; inactive = no such curve, though single readings can be large or run the other way; tested in mouse RAW 264.7 cells; also: % is scaled to controls: 0 for no effect and ±100 for the full control effect; nearly all actives have a fitted effect of over 55% in size
ELG1 genotoxic: qHTS screen for small molecules that induce genotoxicity in human embryonic kidney (HEK293T) cells expressing luciferase-tagged ELG1 | HEK293T ELG1-luciferase reporter, luminescence, 16 h | Potency, µM (titrated, usually from 46 µM), for the others: at the highest dose activity change, positive = activation, hits mostly activators | AID 504466, 2011 | actives 1.3% (n = 330,000); also: % of control where 0% means no effect; nearly all actives have a fitted effect of over 60% in size
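ELG1-luciferase HEK293T cells, 2,000/well; compound pinned in; 16 hr, 37 °C, 5% CO2; ONE-Glo, 30 min RT; luminescence on CCD imager.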
Rab9 promoter act: qHTS Assay for Rab9 Promoter Activators | Potency, µM (highest dose often 9.22 µM), inactives show at the top dose activation, negative = inhibition, actives largely listed as activators | Huh7 Rab9 promoter-luciferase reporter, luminescence, 24 h | AID 485297, 2010 | actives 2.8% (n = 320,000); also: % of control where 0% means no effect; nearly all actives have a fitted effect of over 60% in size
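Cells were plated at 1500 per well in reduced-serum medium with 10% FBS and left 2 h. Compound in DMSO was then added for 24 h at 37 °C. Reporter signal was read by luminescence after 10 min with luciferase detection reagent.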
Active calls of the source: *; ? = inconclusive; . = not tested or not shown; & = joins results of further samples; [ ] = dose if it differs, or a comment. Unless noted, calls follow the shape of the dose curve; as a rule, active = well fitted curve in the direction sought with a large enough effect; inconclusive = small, poorly fitted or top-dose-only effect, or another doubt; inactive = no such curve, though single readings can be large; an effect the other way counts as inactive or inconclusive. Potency is read from the fitted curve at half-maximal effect.

Each structure is followed by: uPA surface inh | NPC1 prom act | RORgamma inh | BRCA1 expr act | p53 reactivator | Rab9 promoter act | FLuc counter | ELG1 genotoxic | CXXC DNA block | Gal4-VP16 FLuc | MBNL1 CUG block
1: N=c1c2c(-c3ccccc3)c(-c3ccccc3)n(Cc3ccco3)c2ncn1CCCn1ccnc1
    -10% | -16% | ? | -64% | -13% | -7% | 6% | ? | 19% | ? | 2%
2: Cc1cc(C)c(S(=O)(=O)Nc2ccnc(-c3cccnc3)n2)c(C)c1
    6% | -6% | ? | 9% | 0% | 10% | ? | -3% | -1% | -7% | ?
3: O=C1CC(/C=C/c2cccnc2)=Nc2ccccc2N1
    -12% | 17% | -21% | 0% | -3% | 17% | -19% | -8% | 8% | 13% | 20%
4: COc1ccc(CN2CCNC(=O)C2CC(=O)N(C)Cc2ccon2)c(OC)c1 (stereo not drawn)
    4% | -9% | 6% | 2% | 4% | -3% | -1% | 1% | -8% | -20% | 18%
5: COCCCn1c(=S)[nH]c(C)c(C)c1=O
    -2% | 0% | -35% | -4% | 2% | 0% | -2% | 0% | -14% | -9% | -1%
6: O=C(O)CCCC[C@@H]1CCSS1
    . | 2%[46.1 µM] | 1% | . | . | -8%[46.1 µM] | . | . | -11% | 4% | .
7: COc1ccc(NC(=O)CCCSc2nc(-c3ccco3)cc(C(F)(F)F)n2)cc1OC
    6% | -2% | -1% | -41% | -6% | 1% | 5%&1% | -11% | 13% | 4% | 7%
8: O=C(c1ccc(=O)[nH]c1)N(Cc1cccs1)C1(C(=O)NC2CCCC2)CCCCC1
    2% | -5% | 7% | -29% | -1% | -1% | 0% | 1% | 4% | 3% | 7%
9: CC(=O)NC(=S)Nc1ccc2oc(-c3cc(F)c(F)cc3Cl)nc2c1
    1% | ? | ? | ? | 14% | 0.5µM* | -19% | 4.6µM* | -12% | -1% | -4%
10: O=C(O)CCn1cc(/C=C/C(=O)c2ccc(Cl)cc2)c(-c2ccc(Br)cc2)n1
    -8% | -11% | 7.1µM* | -68% | -11% | -11% | 0% | -3% | 5% | ? | -4%

One compound at a time, as listed above.
CC(=O)NC(=S)Nc1ccc2oc(-c3cc(F)c(F)cc3Cl)nc2c1 in the list: uPA surface inh = 1%; NPC1 prom act = ?; RORgamma inh = ?; BRCA1 expr act = ?; p53 reactivator = 14%; Rab9 promoter act = 0.5µM*; FLuc counter = -19%; ELG1 genotoxic = 4.6µM*; CXXC DNA block = -12%; Gal4-VP16 FLuc = -1%; MBNL1 CUG block = -4%
O=C(c1ccc(=O)[nH]c1)N(Cc1cccs1)C1(C(=O)NC2CCCC2)CCCCC1 in the list: uPA surface inh = 2%; NPC1 prom act = -5%; RORgamma inh = 7%; BRCA1 expr act = -29%; p53 reactivator = -1%; Rab9 promoter act = -1%; FLuc counter = 0%; ELG1 genotoxic = 1%; CXXC DNA block = 4%; Gal4-VP16 FLuc = 3%; MBNL1 CUG block = 7%

Additional entries follow.
Each structure is followed by: uPA surface inh | NPC1 prom act | RORgamma inh | BRCA1 expr act | p53 reactivator | Rab9 promoter act | FLuc counter | ELG1 genotoxic | CXXC DNA block | Gal4-VP16 FLuc | MBNL1 CUG block
11: CCNC(=S)N(CCc1c(C)[nH]c2ccc(Cl)cc12)Cc1ccco1
    4% | -1% | ? | -71% | -4% | 5% | 5% | -12% | 0% | ? | 6%
12: Cc1ccccc1N1C(=O)CC(N2CCC(C(N)=O)CC2)C1=O (stereo not drawn)
    -2% | 0% | ? | 3% | 0% | -5% | -3%[2.3 µM] | 0% | 2% | ? | -9%
13: Cc1cccc(NC(=S)NCC(c2ccccc2)N(C)C)c1 (stereo not drawn)
    13% | 4% | 3.2µM* | -3% | 12% | 7% | -4% | 3% | 9% | 10µM* | 3%
14: CC(C)(C)n1ncc2c(=O)n(CC(=O)N3CCCCC3)cnc21
    3% | -2% | 19% | 49% | 7% | 0% | 3% | 6% | 14% | -3% | 2%
15: CC(=O)c1nn(-c2cccc(Br)c2)cc1C(=O)c1cccc2ccccc12
    . | -6% | -6% | -1% | 3% | -5% | -2% | -1% | 1% | -8% | -2%
16: N#Cc1cnc(SCC(=O)Nc2ccccc2C(F)(F)F)nc1N
    5% | -1% | 7% | -1% | -4% | -4% | 2% | -1% | 5% | 17% | ?
17: O=C(c1cc2ccccc2cc1O)N1CCCC1
    5% | -3% | 3% | -11% | -5% | -6% | 2% | 0% | -5% | 3% | 9%
18: CC(C)[C@H](NC(=O)C1CCN(S(=O)(=O)c2ccc(F)cc2)CC1)C(=O)NCc1ccco1
    -4% | -3% | -1% | -4% | 1% | -3% | 3% | 0% | 12% | -7% | -6%
19: COc1ccccc1OCCOc1ccccc1/C=N/n1cnnc1
    -5% | 9% | -7%[0.365 µM] | 11% | ? | 0% | -4% | -2% | 6% | . | 7%
20: COc1cccc(-c2csc(N3CCN(C(=S)Nc4ccccc4)CC3)n2)c1
    -14% | -3% | 6.3µM* | 11% | 6% | -5% | ? | 0% | 24% | ? | 6%
21: CNc1snc(C)c1C(=O)OCC(=O)Nc1ccc(C)cc1F
    -1% | 0% | . | -55% | 2% | -2% | 10% | -8% | . | . | .
22: CCCCCCCCCCCCOC1OC(CO)C(O)C(O)C1NC(C)=O (stereo not drawn)
    -11% | -2% | -14% | -6% | 1% | -5% | 0% | 1% | -7% | -11% | ?
23: COc1ccc(NC(=O)Nc2c(C)n(C)n(-c3ccccc3)c2=O)c(OC)c1
    3% | -5% | -13% | -17% | -3% | -3% | 1% | 0% | -1% | -6% | -3%
24: O=C(CNC(=O)c1cccs1)OCC(=O)c1ccc2ccccc2c1
    2% | 1% | 8% | 8% | 0% | -1% | ? | 1% | 2% | 2% | ?
25: COc1ccccc1/C=C/C(=O)NCC(=O)N/N=C/c1ccccc1[N+](=O)[O-]
    3% | 0% | 29% | -15% | 3% | 2% | -16% | -13% | 4% | 5% | ?
26: CSc1ccccc1OCc1cc(C(=O)N(C)Cc2cc(C)[nH]n2)no1
    -3% | 17% | -14% | 59% | -16% | 17% | -15% | 10% | 9% | 1% | -1%
27: CCN(CC)CCCN(C(=O)c1ccccc1F)c1nc(-c2ccc(OC)cc2)cs1
    -4% | 11% | -2% | -38% | 20% | -4% | -3% | -4% | ? | -4% | -9%
28: COc1ccc(C(=O)NC2CCCc3c2cnn3-c2cccc(C)c2C)o1 (stereo not drawn)
    ? | -8% | ? | 0% | 2% | -21% | -2% | 3% | 3% | ? | 8%
29: C/C(=N\NC(=O)CSc1nc(C)[nH]c1[N+](=O)[O-])c1ccc(F)cc1
    -1% | 24% | 13% | -3% | 1% | ? | 15µM* | -6% | 2% | -18% | .
30: CCOc1cccc(CN2CCCC(N3CCc4cc(OC)c(OC)cc4C3)C2)c1O (stereo not drawn)
    2% | -3% | 42% | -14% | -4% | 0% | 0% | 2% | 1% | 5% | 1%
31: CCN1/C(=C/c2cc[n+](CCCS(=O)(=O)[O-])c3ccccc23)Sc2ccccc21
    5% | 1% | 6% | -7% | 0% | -5% | -10% | 0% | ? | -4% | ?
32: CCOc1cc2c(cc1OCC)C(c1ccccc1)N(c1ccc(C(=O)O)cc1)C(=O)C2 (stereo not drawn)
    1% | 0% | -8% | -11% | -2% | 1% | -10% | 9% | 3% | -10% | 1%
33: O=C(CSc1nc(=O)n2ccccc2n1)Nc1ccc2c(c1)OCO2
    -7% | -3% | . | -30% | -4% | -1% | 1% | -2% | . | . | .

Results in sequence from the entries so far.
Gal4-VP16 FLuc, compounds 28–32: ?, -18%, 5%, -4%, -10%
NPC1 prom act, compounds 28–32: -8%, 24%, -3%, 1%, 0%
MBNL1 CUG block, compounds 28–32: 8%, ., 1%, ?, 1%

Screening results from PubChem.

These rows are one share of the data (hit frequency here may not be typical).
